Screens: PubChem, National Center for Advancing Translational Sciences (NCATS)
USP1-UAF1 inh = blocks the human USP1/UAF1 deubiquitinase complex; AID 743255; O94782; recombinant USP1/UAF1, Ub-Rhodamine cleavage fluorescence; Potency, µM (series often up to 57.1 µM), inactives show at the top dose activity change, negative = inhibition, actives largely listed as inhibitors; actives 0.23% (n = 390,000); also: potency is read from the fitted curve at half-maximal effect; % is scaled to controls: 0 for no effect and ±100 for the full control effect; nearly all actives have a fitted effect of over 60% in size; inactives centre near -12
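USP1/UAF1 complex at 1 nM was preincubated with compound for 15 min at room temperature, then Ub-Rho substrate (150nM final) was added. Fluorescence (480/540 nm) was read kinetically, 6 reads every 60 seconds.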
GRP78 ERSR act = inducers of ER stress response in human glioma cells. U87-MG GRP78 promoter luciferase reporter, 16 h. Potency, µM, for inactives: top-dose activation, hits mostly activators. actives 0.02% (n = 420,000). AID 602332; also: potency is read from the fitted curve at half-maximal effect; series mostly up to about 76 µM; % of control where 0% means no effect; nearly all actives have a fitted effect of over 35% in size
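Stably transfected U87-MG glioma cells carrying a GRP78-based luciferase sensor; 16 h compound incubation. Luminescence end-point read 10 min after Bright-Glo addition at room temperature.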
PI4K2A inh = inhibitors of human PI4K2A; AID 1346378; purified PI4K2A, ADP-Glo luminescence, 1 h; stronger effect = lower value; activity change, negative = inhibition, % at 76.9 µM; actives 0.13% (n = 420,000); in the data active = activity change below about -50%; inconclusive = mostly about -30% to -49%;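 also: -100% = wells without enzyme as full effect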
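PI4K2A activity was measured by ADP-Glo luminescence: enzyme (4 ug/mL stock) and phosphatidylinositol (1.2 mM stock) in Tris pH 7.5/MgCl2/EGTA/Triton X-100 buffer were reacted with ATP (300 microM stock) for one hour at ambient temperature.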
RXFP1 ag = agonists of human relaxin receptor RXFP1. actives 0.3% (n = 370,000). HEK293T-RXFP1 cAMP TR-FRET, 30 min; response scale: percent of porcine relaxin response, buffer zero. Potency, µM (titrated, usually from 57.5 µM), inactives show at the highest dose activation, hits mostly activators. Q9HBX9; also: potency is read from the fitted curve at half-maximal effect; % is scaled to controls: 0 for no effect and ±100 for the full control effect; nearly all actives have a fitted effect of over 60% in size; many of its hits are not listed in these tables
Target sequence (Q9HBX9 whole entry, looked up): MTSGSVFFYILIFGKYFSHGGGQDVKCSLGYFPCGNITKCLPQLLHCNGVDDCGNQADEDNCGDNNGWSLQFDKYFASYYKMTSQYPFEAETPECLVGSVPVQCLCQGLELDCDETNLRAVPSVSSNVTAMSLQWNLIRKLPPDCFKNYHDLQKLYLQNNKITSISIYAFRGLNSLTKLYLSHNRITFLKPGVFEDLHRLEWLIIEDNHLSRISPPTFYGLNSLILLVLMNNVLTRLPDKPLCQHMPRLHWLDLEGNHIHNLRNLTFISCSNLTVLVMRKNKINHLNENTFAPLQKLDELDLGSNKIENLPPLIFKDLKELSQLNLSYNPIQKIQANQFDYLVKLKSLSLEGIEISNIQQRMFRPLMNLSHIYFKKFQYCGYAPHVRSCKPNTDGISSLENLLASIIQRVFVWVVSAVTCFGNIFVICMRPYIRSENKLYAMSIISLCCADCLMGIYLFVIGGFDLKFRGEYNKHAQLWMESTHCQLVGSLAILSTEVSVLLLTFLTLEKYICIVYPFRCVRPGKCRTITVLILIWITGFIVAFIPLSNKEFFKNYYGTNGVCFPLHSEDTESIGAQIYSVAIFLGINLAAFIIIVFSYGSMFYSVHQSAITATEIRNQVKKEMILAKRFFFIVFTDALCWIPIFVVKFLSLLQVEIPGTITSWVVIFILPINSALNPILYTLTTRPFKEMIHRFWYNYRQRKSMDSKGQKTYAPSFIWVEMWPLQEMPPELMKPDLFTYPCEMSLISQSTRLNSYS
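HEK293 cells stably expressing RXFP1, treated 30 min at 37C with compounds plus PDE4 inhibitor Ro 20174; cAMP measured by HTRF TR-FRET. Normalized to buffer and 29 nM porcine relaxin; EC50 by Hill fit.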
TrxR1 substrate = substrates of rat thioredoxin reductase 1; AID 588456; actives 0.01% (n = 390,000); purified TrxR1 substrate turnover, NADPH consumption readout; Potency, µM (top dose mostly 114 µM), inactives show top-dose activity change, negative = substrate turnover; also: potency is read from the fitted curve at half-maximal effect; % is scaled to controls: 0 for no effect and ±100 for the full control effect; nearly all actives have a fitted effect of over 50% in size
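Rat TrxR1, dispensed at 90 nM, was prereduced with 400 uM NADPH (final) for 5 min at ~22 deg C, then incubated with compound 15 min before 400 uM selenite. A first-read NADPH fluorescence drop versus no-compound background flagged substrates.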
LDHA block = inhibitors of human lactate dehydrogenase A; activity change, % (values are at about 110 or 230 µM); P00338; actives 0.15% (n = 480,000); purified LDHA, NADH/diaphorase-resazurin fluorescence; stronger effect = lower value; in the data active = activity change below about -30%; inconclusive = mostly about -25% to -30%;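 also: plate controls were DMSO wells for no effect and wells without enzyme for full effect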
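LDH5 2 nM; NADH 0.06 mM, pyruvate 0.2 mM; 200 mM Tris pH 7.4, EDTA, Tween-20; 5 min RT. Detection: diaphorase 0.133 mg/mL + resazurin 37 µM, fluorescence ex540/em590 at 0 and 20 min; normalized to enzyme-free and DMSO wells.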
Vif-APOBEC3G blk = inhibitors of Vif-APOBEC3G interaction; Q9HC16; HeLa A3G-eYFP + Vif (tagged APOBEC3G with the HIV-1 protein that degrades it), YFP fluorescence, overnight; Potency, µM (titrated, usually from 46.1 µM), for inactives: at the top dose activity, negative = active, usual class: inhibitors; actives 0.076% (n = 410,000); AID 602310;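 also: potency is read from the fitted curve at half-maximal effect; % is scaled to controls: 0 for no effect and ±100 for the full control effect; nearly all actives have a fitted effect of over 60% in size; hits raise eYFP signal because A3G escapes Vif-driven loss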
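Read-out is eYFP fluorescence (Ex 488/Em 500-530) from Vif-expressing HeLa A3G-eYFP cells; more signal means A3G escaped Vif-mediated degradation. Cells plated overnight, compound pinned in, incubated overnight at 37 deg C.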
IDH1 R132H inh = blocks human mutant IDH1 R132H enzyme; O75874; IDH1-R132H enzyme, NADPH consumption, diaphorase/resazurin fluorescence; Potency, µM (top dose mostly 76.6 µM), inactives show top-dose activity change, negative = inhibition, usual class: inhibitors; actives 0.093% (n = 390,000); also: potency is read from the fitted curve at half-maximal effect; % is scaled to controls: 0 for no effect and ±100 for the full control effect; nearly all actives have a fitted effect of over 65% in size
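IDH1-R132H (0.5 ug/mL) preincubated 30 min with compound, then NADPH (0.016 mM) and alpha-KG (2 mM) added; 80 min at RT, pH 7.5. Remaining NADPH coupled via diaphorase/resazurin to fluorescence (540/590 nm); concentration-response curves normalized to no-enzyme control.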
Vif-APOBEC3F blk = inhibitors of Vif-A3F interaction | HeLa A3F-eYFP + Vif (tagged APOBEC3F with the HIV-1 protein that degrades it), YFP fluorescence increase | Potency, µM (highest dose often 46.1 µM), for inactives: top-dose activity, negative = active | actives 0.2% (n = 390,000); also: potency is read from the fitted curve at half-maximal effect; % of control where 0% means no effect; nearly all actives have a fitted effect of over 65% in size
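HeLa cells stably expressing Vif plus C-terminally eYFP-tagged A3F were seeded, incubated overnight at 37 deg C, dosed with compound, incubated overnight again at 37 deg C. Yellow fluorescence (Ex 488/Em 500-530) reported blocked Vif-mediated A3F-eYFP degradation.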
The depositor's hits bear a star; ? = inconclusive; . = no result given; & = joins results of further samples; [ ] = remark or other dose. Unless noted, calls follow the shape of the dose curve; as a rule, active = well fitted curve in the direction sought with a large enough effect; inconclusive = small, poorly fitted or top-dose-only effect, or another doubt; inactive = no such curve, though single readings can be large; an effect the other way counts as inactive or inconclusive. Not all compounds are listed, so the mix of outcomes need not match the whole.

Value order – USP1-UAF1 inh | GRP78 ERSR act | PI4K2A inh | RXFP1 ag | TrxR1 substrate | LDHA block | Vif-APOBEC3G blk | IDH1 R132H inh | Vif-APOBEC3F blk
CC1CCN(c2ccc(NC(=O)Cn3c(=O)oc4ccccc43)cc2)CC1
 : -8% | -2% | 3 | 1.9% | -4%[57.1 µM] | 1 | 0% | 8% | 0%
COc1ccc(O[C@@H]2O[C@H](COC(C)=O)[C@@H](OC(C)=O)[C@H](OC(C)=O)[C@H]2NC(C)=O)cc1
 : -17% | -2% | -2 | 2.4% | 5% | 1 | 0% | 3% | -17%
CCOC(=O)c1cc(OC(=O)c2ccccc2Br)n(-c2ccccc2)n1
 : -12% | -2% | 1 | 0.1% | -3% | 2 | 2% | 1% | 4%
CC(=O)NS(=O)(=O)c1ccc(NC(=O)c2ccc3c(c2)NC(=O)CS3)cc1
 : 4% | -4% | 4 | . | -16% | 1 | 0% | -10% | 4%
CC(C)N1CCC(C)(C(=O)Nc2cccc(Oc3ccccc3)c2)C1 (stereo not drawn)
 : . | -6% | 1 | . | . | -7 | -4% | . | .
COc1ccc2c(CNCCc3ccccc3C)c(C(=O)O)n(Cc3ccccc3C)c2c1
 : 8% | -3% | 2 | -2.2% | 4% | -9 | 4% | -1% | 4%
COc1ccc(C(=O)N2CCOC2CNC(=O)C(=O)NCc2ccc(C)cc2)cc1 (stereo not drawn)
 : -20% | -5% | 5 | . | . | -3 | 0% | 12% | -2%
c1ccc(-c2csc(=Nc3cccnc3)n2CC2CCCO2)cc1 (stereo not drawn)
 : -19% | 0% | 1 | -1.6% | -9% | 2 | 1% | 8% | 0%
CC1CCCN(C(=O)COC(=O)C2CCN(S(=O)(=O)c3c(Cl)cccc3Cl)CC2)C1 (stereo not drawn)
 : -16% | -1% | 2 | 1.3% | 4% | -4 | -4% | -1% | -9%
O=C(CN1CCCc2ccccc21)Nc1cc(S(=O)(=O)N2CCCC2)ccc1Cl
 : ? | -2% | -16 | 2.2% | 3% | 1 | 2% | -3% | 6%
Cc1ccc(CC(=O)Nc2ccc(S(=O)(=O)N3CCOCC3)cc2)cc1
 : -8% | -2% | 1 | 0.3% | -3% | -8 | -8% | -10% | -8%
CS(=O)(=O)N1CCC(C(=O)Nc2ccc(Oc3ccccc3)cc2)CC1
 : 3% | -3% | -3 | 0.4% | 3%[57.1 µM] | 2&-11 | -7% | 0% | 9%
COc1cccc(C(=O)Cn2c(Br)nc3c2c(=O)n(C)c(=O)n3C)c1
 : -2% | -3% | 1 | 2.5% | -8% | -6 | -5% | 0% | -4%
COCCNC(=O)C(c1ccc(C)cc1)N(CCOC)C(=O)CCC(=O)Nc1nccs1 (stereo not drawn)
 : -12% | -4% | 0 | -4.6% | 5%[57.1 µM] | -4 | 0% | -3% | -3%
O=C(NCc1csc(-c2cccs2)n1)C1CCC1
 : -19% | 7% | 0 | -0.2% | 11% | -2 | 1% | -8% | -9%
COCCN1CCN(c2c3c(nc4cc(-c5cccc(F)c5)nn24)CCC3)CC1
 : -4% | -3% | 4 | 1.8% | -6% | -3 | 3% | 2% | 6%
COc1ccc(-c2noc(N3CCN(c4ccc(Cl)cc4)CC3)n2)cc1OC
 : -23% | -3% | 1 | 2.3% | -1% | 2 | 1% | -5% | 0%
O=C(NC1CCSc2ccccc21)c1c(F)cccc1Cl (stereo not drawn)
 : -9% | -6% | 3 | -0.2% | -4% | -3 | 1% | 0% | -8%
O=C(NCCN1CCN(S(=O)(=O)c2ccccc2)CC1)C(=O)Nc1ccc(F)cc1
 : 0% | -3% | -4 | 1.3% | 2% | -9&0 | -1% | 9% | 1%
CCc1nnc(NC(=O)c2cccc(OC)c2)s1
 : -2% | -8% | -1 | 0.7% | 7%[57.1 µM] | -9 | -1% | 6% | 6%

As entered above.
`CS(=O)(=O)N1CCC(C(=O)Nc2ccc(Oc3ccccc3)cc2)CC1` @ IDH1 R132H inh: 0%
`O=C(CN1CCCc2ccccc21)Nc1cc(S(=O)(=O)N2CCCC2)ccc1Cl` @ GRP78 ERSR act: -2%

(further entries)
Value order – USP1-UAF1 inh | GRP78 ERSR act | PI4K2A inh | RXFP1 ag | TrxR1 substrate | LDHA block | Vif-APOBEC3G blk | IDH1 R132H inh | Vif-APOBEC3F blk
CC(/C=C1\SC(=S)N(CCC(=O)Nc2ccc(O)cc2)C1=O)=C\c1ccccc1
 : -18% | -8% | -2 | -2.0% | -7% | 0 | 0% | 2% | -21%
COc1ccccc1NC(=O)C(CCS(C)(=O)=O)N1C(=O)c2ccccc2C1=O (stereo not drawn)
 : -7% | -6% | 1 | 1.5% | 5% | -4 | -3% | 5% | -3%
O=C(CN1C(=O)/C(=C/c2ccccc2)SC1=S)NC1CCS(=O)(=O)C1 (stereo not drawn)
 : -11% | -1% | -2 | -1.7% | 0% | -5 | 3% | -2% | -4%
Cc1ccc(S(=O)(=O)Nc2ccccc2C(=O)OC(C)C(=O)Nc2ccc3ccccc3c2)cc1[N+](=O)[O-] (stereo not drawn)
 : -4% | -2% | 1 | 0.4% | -7% | -3 | -6% | -3% | 6%
COc1cc(NC(=O)c2cc(-c3ccco3)on2)c(OC)cc1Cl
 : -13% | -5% | -1 | 1.0% | 44%[activator] | -3 | 1% | 1% | 9%
CCN(CC)c1ccc(S(=O)(=O)N2CCOCC2)cc1NC(=O)COC(=O)/C=C/c1ccc(C)o1
 : -14% | -6% | 3 | 1.0% | -10% | -1 | -8% | 7% | 2%
Cc1c(CN2CCC(C)CC2)c(=O)n(-c2ccccc2)n1C
 : 2% | -4% | -4 | 1.5% | 6% | -2 | 2% | 7% | -2%
Cc1cc(C)cc(NC(=S)NCc2ccc(F)cc2)c1
 : -7% | -5% | 0 | 2.5% | -15% | -6 | -6% | 4% | -2%
Clc1ccc(CCNC(c2cccc(Cl)c2)c2nnc(-c3ccccc3)o2)cc1 (stereo not drawn)
 : -26% | -2% | 2 | -0.3% | -3% | -6 | 0% | 3% | -15%
O=C(O)COCC(=O)N1CCN(C2c3ccccc3-c3ccccc32)CC1
 : -11% | 2% | -11 | -0.7% | 12% | 4 | 1% | 0% | -1%
Cc1cc(C)c2c(c1)/C(=N/NC(=S)Nc1ccc(F)cc1)CCC2
 : -2% | 0% | 2 | -0.5% | -4% | -5 | 1% | 0% | 7%
CCc1ccc(NC(=O)c2cc(S(=O)(=O)N3CCCC3)ccc2F)cc1
 : -26%&-19% | 0%&-1% | 2&-3 | -3.4% | -1%[57.1 µM] | -7&1 | 3%&0% | 27%&11% | 4%&-3%
COc1ccc(C(=O)NNC(=O)c2ccccn2)cc1
 : -18% | -14% | -85* | 0.1% | -1% | -2 | -7% | -1% | -5%
Cc1ccc(-c2csc(=S)n2CC(=O)OCC(=O)NC(C)C(C)C)cc1 (stereo not drawn)
 : -3% | -2% | 1 | -1.5% | -2% | -2 | -4% | 12% | -3%
CCCS(=O)(=O)N1CCCC(C(=O)NCCCN2CCN(c3ccccc3F)CC2)C1 (stereo not drawn)
 : -8% | -3% | 0 | 2.5% | -3% | -2 | -1% | 11% | 0%
O=C(COc1ccccc1)NCC(c1ccco1)N1CCN(c2ccccc2F)CC1 (stereo not drawn)
 : -12% | -6% | -3 | 2.3% | -12% | -3 | -16% | 2% | -15%
CC(C(=O)Nc1ccccc1F)N1C(=O)c2ccccc2C1=O (stereo not drawn)
 : -2% | -3% | -5 | 0.4% | 1% | -7 | -1% | -2% | 4%
COc1cccc(CNC(=O)C(C)n2ccc3cc(S(=O)(=O)N4CCCC4)ccc32)c1 (stereo not drawn)
 : -31% | 2% | -3 | 4.3% | 4% | -2 | 1% | -7% | 1%
CCC(CC)C(=O)N=C1SC2CS(=O)(=O)CC2N1CCc1ccc(OC)c(OC)c1 (stereo not drawn)
 : 7% | -6% | -1 | 1.9% | 7%[57.1 µM] | -4 | 0% | 6% | 3%
Cc1ccc(NC(=O)Cn2cc(C(=O)C3CC3)c3ccccc32)c(C)c1
 : ? | -9%&-3% | 5&-5 | ? | 13%&-2% | -2&-4 | 3%&3% | 10%&-21% | -23%&-1%
O=C(COc1ccc(F)cc1)Nc1nnc(C2CC2)s1
 : 0% | 6% | 0 | 1.0% | -4% | -8 | 1% | -2% | -2%
CCN1CCN(CCCNC(=O)c2csc3c2CCCCC3)CC1
 : 0% | -2% | 4 | 3.5% | 5%[57.1 µM] | -5 | -1% | 1% | 4%
Nc1c(-c2ccccc2)n[nH]c1-c1ccccc1
 : 3% | 11% | -2 | -0.6% | 41%[activator] | -11 | 0% | 6% | -8%
Cc1nnc2sc(SCC(=O)Nc3ccc(Cl)cc3)nn2c1=O
 : -23% | -3% | 2 | 3.2% | 1% | -6 | 0% | -12% | ?
COc1ccc(Cc2nnc(N=Nc3c(O)[nH]c4ccc(Br)cc34)[nH]c2=O)cc1
 : 3% | 3% | -6 | -0.3% | -11% | -6 | 0% | -6% | -7%
Cc1ccc(C(=O)O)cc1Nc1nc2ccccc2n2nnnc12
 : -25% | -2% | -2 | 5.2% | -3% | -10 | -23% | -3% | 11µM*
